Mac1 fbg inh: blocks human CD11b/CD18 adhesion to fibrinogen; P05107+P11215; K562 CD11b/CD18 adhesion to fibrinogen, ATPlite luminescence; Mn2+ added to activate the integrin; inhibition, % at 10 µM; 93,000 tested, 0.54% active;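 active = primary inhibition of 50% or more at 10 µM, then 40% or more on retest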; also: some results filed as inactive read as strong as hits
Target sequence (P05107 whole entry, looked up, other chains not shown): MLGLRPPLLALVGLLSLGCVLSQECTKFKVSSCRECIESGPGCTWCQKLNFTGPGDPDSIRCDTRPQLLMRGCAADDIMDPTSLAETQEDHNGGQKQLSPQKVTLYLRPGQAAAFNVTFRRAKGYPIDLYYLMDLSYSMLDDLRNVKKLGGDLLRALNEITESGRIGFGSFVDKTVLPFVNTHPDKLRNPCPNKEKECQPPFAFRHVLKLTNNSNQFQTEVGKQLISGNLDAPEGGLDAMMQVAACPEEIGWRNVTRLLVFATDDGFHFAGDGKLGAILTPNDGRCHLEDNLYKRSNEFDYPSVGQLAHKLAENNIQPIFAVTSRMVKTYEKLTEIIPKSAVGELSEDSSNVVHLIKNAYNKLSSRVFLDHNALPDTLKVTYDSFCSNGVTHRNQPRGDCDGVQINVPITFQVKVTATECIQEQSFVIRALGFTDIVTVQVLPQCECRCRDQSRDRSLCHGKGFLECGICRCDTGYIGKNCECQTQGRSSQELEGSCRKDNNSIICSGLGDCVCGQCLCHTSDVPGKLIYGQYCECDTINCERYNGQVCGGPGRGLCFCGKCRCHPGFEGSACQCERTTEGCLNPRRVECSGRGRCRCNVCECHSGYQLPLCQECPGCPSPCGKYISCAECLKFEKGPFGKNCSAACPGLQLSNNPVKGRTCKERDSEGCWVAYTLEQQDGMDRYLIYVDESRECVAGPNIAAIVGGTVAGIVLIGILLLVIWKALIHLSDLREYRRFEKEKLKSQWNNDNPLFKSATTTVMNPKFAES
Smad3 FoxH1 inh: blocks human Smad3 binding to FoxH1 peptide; AID 630; TR-FRET Smad3/Dy647-FoxH1 peptide binding, europium anti-His; 88,000 tested, 0.29% active; inhibition, % at 25 µM;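 active = compounds that reduce the energy-transfer binding signal between the protein and its labelled peptide by more than half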;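 also: 0% = Smad3 plus labelled peptide maximal FRET and 100% = peptide-only background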
sEH activator: soluble epoxide hydrolase (human) activation; purified human sEH enzymatic activity, activator screen; 91,000 tested, 0.04% active; activation, % at 2 µM; P34913; in the data active = activation above about 37%; also: values of inactives mirror those of a sister screen read the other way
sEH inhibitor: inhibitors of human soluble epoxide hydrolase | P34913 | recombinant human sEH enzymatic activity assay | inhibition, % at 2 µM | 91,000 tested, 0.34% active | AID 707; in the data active = inhibition above about 80%; also: values of inactives mirror those of a sister screen read the other way; many of its hits are not listed in these tables
Candida biofilm: kills Candida albicans biofilms; C. albicans biofilm + clotrimazole, Alamar Blue; inhibition, % at 6 µM; 85,000 tested, 0.14% active;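 active = inhibition above 20%; inactive = inhibition below 20%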;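 also: preformed 24 hr biofilms exposed to compound for 48 hr; 0% = biofilm without compound and 100% = blank killed by clotrimazole plus chlorhexidine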
ERb SRC1 inh: blocks coactivator binding to human estrogen receptor beta. TR-FRET ER-beta LBD / SRC1-Cy5 peptide binding; receptor agonist-loaded with 1 µM estradiol. inhibition, % at 25.6 µM. 86,000 tested, 1.3% active;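 active = compounds whose percent inhibition of the receptor-coactivator binding signal exceeds about 50% in the single-dose screen, limit read from the data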;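 also: 0% = receptor plus peptide wells without compound and 100% = peptide-only wells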
CD11b adhes enh: enhancers of human CD11b/CD18 binding to fibrinogen | P05107+P11215 | K562 CD11b/CD18 adhesion to fibrinogen, ATPlite luminescence | AID 1499 | activation, % at 10 µM | 93,000 tested, 0.07% active;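 active = 10 µM primary screen giving 50% or more activity, confirmed by 40% or more on retest at that dose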; also: strong numbers were not always called active; reference of the scale not given here
MT1-MMP txn act: MT1-MMP promoter transcription activation; HT1080 MT1-MMP promoter luciferase reporter, luminescence, overnight; active compounds read high; activation factor at 10 µM; 86,000 tested, 0.16% active;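 active = activation factor of at least 2 for MT1-MMP transcription at 10 µM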
ERa SRC1 pot: ER-alpha (human) coactivator binding potentiation; TR-FRET ERalpha-LBD/SRC-Cy5 coactivator binding, 2 h; 100 = basal binding, no effect; coactivator binding (% of control), % at 25.6 µM; 86,000 tested, 1.3% active; P03372; AID 639; in the data active = activity above about 200%;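 also: binding measured in presence of low estradiol as agonist stimulus; 0% = peptide alone without receptor and 100% = receptor with peptide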
Starred values were filed as active, the others as inactive; [ ] = dose if it differs, or a comment. These rows are one share of the data; rates above refer to the full screens.

How did COc1cccc(CNC(=O)C2(C)Oc3ccccc3NC2=O)c1 (stereo unspecified) do in these assays?
Mac1 fbg inh: -5; Smad3 FoxH1 inh: 10; sEH activator: 8; sEH inhibitor: -10; Candida biofilm: 6; ERb SRC1 inh: 2[fluorescence artefact?]; CD11b adhes enh: 2; MT1-MMP txn act: 1; ERa SRC1 pot: 87

What do the screens show for `CC1(C)CC(=O)C2=C(C1)NC(=O)CC2c1cc2c(cc1Br)OCO2` (stereo unspecified)?
Mac1 fbg inh: -5; Smad3 FoxH1 inh: 0; sEH activator: 5; sEH inhibitor: -4; Candida biofilm: 5; ERb SRC1 inh: 0[fluorescence artefact?]; CD11b adhes enh: -3; MT1-MMP txn act: 1.1; ERa SRC1 pot: 110

Results for CCn1cc(C2=NC(C)CO2)c2ccccc21 (stereo unspecified) ?
Mac1 fbg inh: -2; Smad3 FoxH1 inh: 14; sEH activator: -3; sEH inhibitor: 3; Candida biofilm: 7; ERb SRC1 inh: 1; CD11b adhes enh: -3; MT1-MMP txn act: 1.1; ERa SRC1 pot: 93

What do the screens show for `O=C(O)C1Cc2c([nH]c3ccccc23)C(c2ccc3c(c2)OCO3)N1` (stereo unspecified)?
Mac1 fbg inh: -21; Smad3 FoxH1 inh: 0; sEH activator: 12; sEH inhibitor: -12; Candida biofilm: 4; ERb SRC1 inh: 14; CD11b adhes enh: 3; MT1-MMP txn act: 1.3; ERa SRC1 pot: 99

Results for Cc1ccccc1S(=O)(=O)Cc1ccc(C(=O)NCc2cccnc2)o1 ?
Mac1 fbg inh: 17; Smad3 FoxH1 inh: 4[fluorescence artefact?]; sEH activator: -3; sEH inhibitor: 4; Candida biofilm: 2; ERb SRC1 inh: -2; CD11b adhes enh: -2; MT1-MMP txn act: 1; ERa SRC1 pot: 108

What do the screens show for `Cc1ccc(-c2noc(-c3ccccc3C(=O)N3CCN(C)CC3)n2)cc1`?
Mac1 fbg inh: -9; Smad3 FoxH1 inh: 1; sEH activator: -9; sEH inhibitor: 6; Candida biofilm: 4; ERb SRC1 inh: -6[fluorescence artefact?]; CD11b adhes enh: 5; MT1-MMP txn act: 1.8; ERa SRC1 pot: 103

What do the screens show for `CSC1=N/C(=C\c2ccc(F)cc2)C(=O)S1`?
Mac1 fbg inh: -13; Smad3 FoxH1 inh: -17; sEH activator: 6; sEH inhibitor: -8; Candida biofilm: 5; ERb SRC1 inh: 2[fluorescence artefact?]; CD11b adhes enh: 0; MT1-MMP txn act: 1.1; ERa SRC1 pot: 115[fluorescence artefact?]

How did OC(COc1ccc2ccccc2c1)Cn1cncn1 (stereo unspecified) do in these assays?
Smad3 FoxH1 inh: 6; sEH activator: 1; sEH inhibitor: 0; Candida biofilm: 4; ERb SRC1 inh: -21; MT1-MMP txn act: 1.1; ERa SRC1 pot: 100

Results for CC(C)CN(C(=O)COC(=O)CCN1C(=O)c2ccccc2C1=O)C1CCS(=O)(=O)C1 (stereo unspecified) ?
Mac1 fbg inh: 5; Smad3 FoxH1 inh: 4; sEH activator: -7; sEH inhibitor: 7; ERb SRC1 inh: 13; CD11b adhes enh: -5; MT1-MMP txn act: 1.1; ERa SRC1 pot: 96

What do the screens show for `CC(=O)Nc1cc(C(=O)c2ccccc2)ccc1N1CCOCC1`?
Mac1 fbg inh: -4; Smad3 FoxH1 inh: 4; sEH activator: 9; sEH inhibitor: -11; Candida biofilm: 8; ERb SRC1 inh: -10; CD11b adhes enh: 0; MT1-MMP txn act: 1.1; ERa SRC1 pot: 119

Results for O=C1C2C3C=CC(C3)C2C(=O)N1c1cccc2cccnc12 (stereo unspecified) ?
Mac1 fbg inh: -3; Smad3 FoxH1 inh: -4; sEH activator: 17; sEH inhibitor: -17; Candida biofilm: 1; ERb SRC1 inh: 51*; CD11b adhes enh: 0; MT1-MMP txn act: 1.1; ERa SRC1 pot: 65

What do the screens show for `CCSc1nnc(CCNC(=O)OC(C)(C)C)o1`?
Mac1 fbg inh: -10; Smad3 FoxH1 inh: -13; sEH activator: 8; sEH inhibitor: -9; Candida biofilm: 5; ERb SRC1 inh: -7; CD11b adhes enh: 2; MT1-MMP txn act: 1.2; ERa SRC1 pot: 121

What do the screens show for `N#C/C=C\Oc1ccc(Cl)cc1N`?
Mac1 fbg inh: 52*; sEH activator: -4; sEH inhibitor: 3; CD11b adhes enh: -8; MT1-MMP txn act: 1.3

Results for Cc1ccc(Cn2c(S(=O)(=O)O)nc3ccccc32)cc1 ?
Mac1 fbg inh: -8; Smad3 FoxH1 inh: -10; sEH activator: -10; sEH inhibitor: 8; Candida biofilm: 2; ERb SRC1 inh: -7; CD11b adhes enh: -2; MT1-MMP txn act: 1; ERa SRC1 pot: 98

Results for CCC(C)NS(=O)(=O)c1cccs1 (stereo unspecified) ?
Mac1 fbg inh: -53; Smad3 FoxH1 inh: 4; sEH activator: -1; sEH inhibitor: 3; Candida biofilm: 7; ERb SRC1 inh: -30; CD11b adhes enh: 1; MT1-MMP txn act: 1; ERa SRC1 pot: 107[fluorescence artefact?]

What do the screens show for `COc1cc(C2C3CN(C)CC=C3C(C#N)=C(N)C2(C#N)C#N)ccc1OC(C)C` (stereo unspecified)?
Mac1 fbg inh: -7; Smad3 FoxH1 inh: 9; Candida biofilm: 10; ERb SRC1 inh: 5; CD11b adhes enh: -2; MT1-MMP txn act: 1.1; ERa SRC1 pot: 130

What do the screens show for `N#Cc1c(-c2ccc(Cl)cc2Cl)nc2n(c1=O)CCS2`?
Mac1 fbg inh: -3; Smad3 FoxH1 inh: 10; sEH activator: 9; sEH inhibitor: -8; Candida biofilm: 6; ERb SRC1 inh: 20; CD11b adhes enh: -4; ERa SRC1 pot: 72[fluorescence artefact?]

Results for CCOc1ccccc1N=c1oc2cc(O)ccc2cc1C(=O)NCC1CCCO1 (stereo unspecified) ?
Mac1 fbg inh: -2; Smad3 FoxH1 inh: -5; sEH activator: -15; sEH inhibitor: 13; Candida biofilm: 0; ERb SRC1 inh: 16; CD11b adhes enh: 2; MT1-MMP txn act: 1; ERa SRC1 pot: 155[fluorescence artefact?]

Results for CC(C)CC(NC(N)=O)C(=O)OCC(=O)NC(=O)NC1CCCC1 (stereo unspecified) ?
Mac1 fbg inh: -1; Smad3 FoxH1 inh: 6; sEH activator: -3; sEH inhibitor: 6; Candida biofilm: 5; ERb SRC1 inh: 1; CD11b adhes enh: 2; MT1-MMP txn act: 1.1; ERa SRC1 pot: 111

Results for COc1ccc(-c2cn[nH]c2N)cc1OC ?
Mac1 fbg inh: 6; Smad3 FoxH1 inh: 7; sEH activator: 5; sEH inhibitor: -6; Candida biofilm: 4; ERb SRC1 inh: -27; CD11b adhes enh: -1; MT1-MMP txn act: 1.1; ERa SRC1 pot: 101[fluorescence artefact?]

What do the screens show for `Cc1cnn(C(=S)NCc2ccc(Cl)cc2)c1`?
Smad3 FoxH1 inh: 13; sEH activator: 9; sEH inhibitor: -11; Candida biofilm: 6; ERb SRC1 inh: -7; MT1-MMP txn act: 1.2; ERa SRC1 pot: 91

What do the screens show for `CCOc1ccc(NC(=O)CCNc2c(N3CCCC3)c(=O)c2=O)cc1`?
Mac1 fbg inh: -46; Smad3 FoxH1 inh: -10; sEH activator: 0; sEH inhibitor: 0; Candida biofilm: 9; ERb SRC1 inh: 2; CD11b adhes enh: -2; MT1-MMP txn act: 1.1; ERa SRC1 pot: 120

What do the screens show for `NC(=O)c1ccsc1NC(=O)C1CCCCC1`?
Mac1 fbg inh: 2; Smad3 FoxH1 inh: -10; sEH activator: 8; sEH inhibitor: -6; Candida biofilm: 16; ERb SRC1 inh: 2; CD11b adhes enh: -3; MT1-MMP txn act: 1.2; ERa SRC1 pot: 87

How did CS(=O)(=O)Cc1nc2ccccc2oc1=O do in these assays?
Mac1 fbg inh: -8; Smad3 FoxH1 inh: -5; sEH activator: 1; sEH inhibitor: -1; Candida biofilm: 0; ERb SRC1 inh: -9; CD11b adhes enh: -2; MT1-MMP txn act: 1.2; ERa SRC1 pot: 107

4 successive compounds out of the list so far, quoted:
What do the screens show for `COc1cc(C2C3CN(C)CC=C3C(C#N)=C(N)C2(C#N)C#N)ccc1OC(C)C` (stereo unspecified)?
Mac1 fbg inh: -7; Smad3 FoxH1 inh: 9; Candida biofilm: 10; ERb SRC1 inh: 5; CD11b adhes enh: -2; MT1-MMP txn act: 1.1; ERa SRC1 pot: 130

What do the screens show for `N#Cc1c(-c2ccc(Cl)cc2Cl)nc2n(c1=O)CCS2`?
Mac1 fbg inh: -3; Smad3 FoxH1 inh: 10; sEH activator: 9; sEH inhibitor: -8; Candida biofilm: 6; ERb SRC1 inh: 20; CD11b adhes enh: -4; ERa SRC1 pot: 72[fluorescence artefact?]

Results for CCOc1ccccc1N=c1oc2cc(O)ccc2cc1C(=O)NCC1CCCO1 (stereo unspecified) ?
Mac1 fbg inh: -2; Smad3 FoxH1 inh: -5; sEH activator: -15; sEH inhibitor: 13; Candida biofilm: 0; ERb SRC1 inh: 16; CD11b adhes enh: 2; MT1-MMP txn act: 1; ERa SRC1 pot: 155[fluorescence artefact?]

Results for CC(C)CC(NC(N)=O)C(=O)OCC(=O)NC(=O)NC1CCCC1 (stereo unspecified) ?
Mac1 fbg inh: -1; Smad3 FoxH1 inh: 6; sEH activator: -3; sEH inhibitor: 6; Candida biofilm: 5; ERb SRC1 inh: 1; CD11b adhes enh: 2; MT1-MMP txn act: 1.1; ERa SRC1 pot: 111

Next results.
How did CC(C)Oc1ccc(NC(N)=O)cc1 do in these assays?
Mac1 fbg inh: -3; Smad3 FoxH1 inh: 1; Candida biofilm: 7; ERb SRC1 inh: -15; CD11b adhes enh: -2; MT1-MMP txn act: 1.1; ERa SRC1 pot: 135

Results for CCn1c(=O)cc(SCC(=O)NCc2ccccn2)c2ccccc21 ?
Mac1 fbg inh: -8; Smad3 FoxH1 inh: 26[fluorescence artefact?]; sEH activator: 6; sEH inhibitor: -9; Candida biofilm: -3; ERb SRC1 inh: 3; CD11b adhes enh: -2; MT1-MMP txn act: 1.1; ERa SRC1 pot: 95

What do the screens show for `CCCCn1c2nc3ccccc3nc2c2c(=O)n(CCC)cnc21`?
Mac1 fbg inh: -23; Smad3 FoxH1 inh: 8; sEH activator: -5; sEH inhibitor: 3; Candida biofilm: 9; ERb SRC1 inh: 6; CD11b adhes enh: -4; MT1-MMP txn act: 1.1; ERa SRC1 pot: 94

Results for CCOc1ccccc1N1CCN(Cc2cccc(OC)c2O)CC1 ?
Mac1 fbg inh: -16; Smad3 FoxH1 inh: -13; sEH activator: 2; sEH inhibitor: 0; Candida biofilm: -2; ERb SRC1 inh: -1[fluorescence artefact?]; CD11b adhes enh: 2; MT1-MMP txn act: 1; ERa SRC1 pot: 101[fluorescence artefact?]

Results for Cc1ccc2cccc(OC(=O)c3ccc4c(c3)OCCO4)c2n1 ?
Mac1 fbg inh: 6; Smad3 FoxH1 inh: 12; sEH activator: 10; sEH inhibitor: -9; Candida biofilm: 1; ERb SRC1 inh: -10; CD11b adhes enh: -2; MT1-MMP txn act: 1.2; ERa SRC1 pot: 115

Results for COc1cc(S(=O)(=O)N2CCOCC2)c(OC)c(S(=O)(=O)N2CCOCC2)c1 ?
Smad3 FoxH1 inh: 6; sEH activator: -6; sEH inhibitor: 0; Candida biofilm: 3; ERb SRC1 inh: -2; MT1-MMP txn act: 1.1; ERa SRC1 pot: 113

Results for CCOC(=O)c1cnc(SCC(=O)Nc2ccc(N3CCOCC3)c(Cl)c2)nc1N ?
Smad3 FoxH1 inh: 6; sEH activator: -5; sEH inhibitor: 8; Candida biofilm: 4; ERb SRC1 inh: -1; MT1-MMP txn act: 1.1; ERa SRC1 pot: 107

How did C=CCn1c(-c2ccc3[nH]c(C)c(C)c3c2)n[nH]c1=S do in these assays?
Mac1 fbg inh: -10; Smad3 FoxH1 inh: -1; sEH activator: -3; sEH inhibitor: 3; Candida biofilm: 0; ERb SRC1 inh: -5; CD11b adhes enh: 4; MT1-MMP txn act: 1.1; ERa SRC1 pot: 64

Source: PubChem (several laboratories)
